# High-throughput results: PubChem BioAssay, several laboratories
# NPR1 activator: GC-A (human) enzyme activation; P16066; HEK293 GC-A cells, cGMP TR-FRET, EC30 ANP; 0% at EC30 ANP, 100% saturating ANP; activation, % at 10 µM; 370,000 tested, 0.14% active; AID 1671463; in the data active = activation above about 40%
# SMARCA2 act: SMARCA2 function activation, primary screen. MG213 cells, MMTV-luciferase reporter, dexamethasone, overnight. activation, % at 9.1 µM. 370,000 tested, 1% active. AID 652017; in the data active = activation above about 7.8%;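 also: 0% = vehicle wells and 100% = reference activator wells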
# HTRA1 inhibitor: HTRA1 (human) protease inhibition; AID 504803; Q92743; 340,000 tested, 0.5% active; recombinant HTRA1, FP-rhodamine activity-based probe, fluorescence polarization; inhibition, % at 5.96 µM; in the data active = inhibition above about 36%;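 also: 0% = enzyme with DMSO and 100% = wells lacking enzyme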
# Target sequence (Q92743 whole entry, looked up): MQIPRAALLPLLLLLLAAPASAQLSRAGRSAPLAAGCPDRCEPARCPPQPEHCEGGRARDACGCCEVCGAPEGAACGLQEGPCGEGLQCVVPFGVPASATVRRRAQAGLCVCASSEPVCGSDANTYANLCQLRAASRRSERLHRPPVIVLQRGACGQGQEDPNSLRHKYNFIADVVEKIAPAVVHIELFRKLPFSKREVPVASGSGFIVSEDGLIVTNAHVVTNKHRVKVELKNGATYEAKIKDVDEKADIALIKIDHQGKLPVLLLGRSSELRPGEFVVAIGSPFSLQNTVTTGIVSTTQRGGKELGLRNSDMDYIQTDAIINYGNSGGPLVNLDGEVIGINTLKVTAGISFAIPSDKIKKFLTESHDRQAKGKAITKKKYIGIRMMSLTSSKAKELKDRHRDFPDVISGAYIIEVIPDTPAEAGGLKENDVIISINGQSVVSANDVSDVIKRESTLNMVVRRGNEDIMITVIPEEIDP
# ABHD4 inh: inhibitors of mouse ABHD4 | Q8VD66 | purified mABHD4, FP-Rh probe fluorescence polarization | inhibition, % at 8.92 µM | 370,000 tested, 0.54% active;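 active = inhibition exceeding the mean over every tested compound plus 3 SD, cut at about 30% in these data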;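 also: 0% = plate median of compound wells and 100% = S159A mutant with DMSO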
#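 Assay system: mouse ABHD4 enzyme, wild type / Also added: fluorescent activity-based probe FP-Rh / Doses: single nominal dose of 8.92 µM, 0.89% DMSO final / Timing: 45 min compound pre-incubation plus 60 min probe step, 25 °C / Signal: FP readout, ex 525 nm / em 598 nm / Control set: S159A mutant/DMSO as 100%, compound-well median as 0%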
# PG9 binder: PG9 antibody binding by small molecule; TR-FRET gp120-PG9 antibody binding; inhibition, % at 6.7 µM; 360,000 tested, 0.43% active; in the data active = inhibition above about 8.5%
# GC-B act: GC-B (human) receptor activation; 370,000 tested, 0.11% active; HEK293-GC-B cells, CNP EC30, cGMP TR-FRET; 0% at EC30 CNP, 100% saturating CNP; activation, % at 10 µM; P20594;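 active = activation at 10 µM reaching about 35% in either raw or pattern-adjusted values, limit read from the data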
# Rev-erbA mod: modulators of human Rev-erb alpha DNA binding | P20393 | Rev-erbα–FITC-DNA binding, fluorescence polarization, 90 min | activity, % at 10 µM | 370,000 tested, 0.79% active;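 active = activity above about 14%, limit read from the data; passing the limit was not always enough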;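 also: 0% = DMSO wells with 35 nM protein and 100% = DMSO wells with 750 nM protein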
# Target sequence (P20393 whole entry, looked up): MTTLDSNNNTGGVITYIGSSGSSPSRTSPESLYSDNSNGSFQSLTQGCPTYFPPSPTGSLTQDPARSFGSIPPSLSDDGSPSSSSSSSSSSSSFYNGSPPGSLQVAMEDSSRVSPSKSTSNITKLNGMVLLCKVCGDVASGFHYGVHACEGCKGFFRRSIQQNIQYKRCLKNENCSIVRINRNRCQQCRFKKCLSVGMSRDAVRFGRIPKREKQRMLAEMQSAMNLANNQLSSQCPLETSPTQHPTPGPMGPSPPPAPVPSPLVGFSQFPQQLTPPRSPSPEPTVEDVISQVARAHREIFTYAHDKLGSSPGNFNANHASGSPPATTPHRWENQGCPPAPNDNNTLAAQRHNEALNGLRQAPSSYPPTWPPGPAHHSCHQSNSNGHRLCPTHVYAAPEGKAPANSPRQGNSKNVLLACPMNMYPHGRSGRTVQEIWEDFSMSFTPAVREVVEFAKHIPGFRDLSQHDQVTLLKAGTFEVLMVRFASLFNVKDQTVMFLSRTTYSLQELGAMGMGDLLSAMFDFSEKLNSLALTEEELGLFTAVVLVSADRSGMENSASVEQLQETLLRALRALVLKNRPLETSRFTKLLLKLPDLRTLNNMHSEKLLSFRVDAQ
# rCAG binder: r(CAG) repeat RNA binding; TO-PRO-1 dye displacement fluorescence; inhibition, % at 3 µM; 370,000 tested, 1.3% active; AID 651821;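 active = inhibition above the plate cutoff, the mean of all test compounds on that plate plus 3 SD, cut at about 35% in these data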;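 also: 0% = DMSO alone and 100% = 100 µM mitoxantrone as full dye displacement; higher means more dye released from RNA so lower well fluorescence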
# ARFGAP1 inh: inhibitors of rat ARFGAP1; Q62848; Arfgap1-stimulated ARF1 GTP hydrolysis, GDP FP detection; inhibition, % at 16.5 µM; 360,000 tested, 0.26% active; AID 651572;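 active = inhibition above a per-plate limit, mean inhibition of low control wells plus 3 SD, cut at about 25% in these data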;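 also: 0% = DMSO wells with enzyme and 100% = wells lacking Arfgap1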
#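 Assay system: purified rat His6-Arfgap1 residues 1-136 (GAP domain); Reagent: human Δ17 ARF1 bound to GTP; Dosing: 16.5 µM single point, 1.26% DMSO; Times: GTP hydrolysis reaction 2 h at 25 °C; Signal: FP, GDP Alexa 633 tracer displaced from anti-GDP antibody, 620/688 nm; Measure: % inhibition from polarization.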
# ASAP1 GAP inh: blocks human ASAP1-stimulated Arf1 GTP hydrolysis. Q9ULH1. inhibition, % at 16.5 µM. GDP FP detection. AID 624377. 360,000 tested, 0.19% active; in the data active = inhibition above about 25%;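 also: 0% = vehicle with enzyme and substrate and 100% = no enzyme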
# An asterisk follows results filed as active; / = no result given.
SMILES,NPR1 activator,SMARCA2 act,HTRA1 inhibitor,ABHD4 inh,PG9 binder,GC-B act,Rev-erbA mod,rCAG binder,ARFGAP1 inh,ASAP1 GAP inh
O=C1NC(=O)N(Cc2ccccc2)C1=O,-2,1,3,1,1.6,2,-3,1,-7,-4
COc1cc(OC)c(NS(=O)(=O)c2ccc(Cl)c(C(=O)OC(C)C(=O)N3CCCC3)c2)cc1Cl (centres undefined),5,-5,-7,-1,1.9,3,18,5,-2,9
C/C(Cl)=C/Cn1c(N2CCCC2)nc2c1c(=O)n(C)c(=O)n2C,11,-3,-1,5,-2.3,3,-3,-6,0,10
Nc1nonc1C(=O)NCCNCc1ccccc1OCc1ccccc1F,-34,-2,-12,8,1.4,-17,-1,-4,-5,-1
O=C(Cn1nc(-c2cccc([N+](=O)[O-])c2)c2ccccc2c1=O)Nc1cccnc1,7,0,3,3,-1.8,3,-6,7,17,9
COc1cccc(NC(=S)N2CCN(S(=O)(=O)c3ccccc3)CC2)c1,2,1,-3,1,-3.6,-7,2,2,6,2
COc1cccc(-n2c(=O)c3sccc3n(CC(=O)NCC3CCCO3)c2=O)c1 (centres undefined),2,0,5,1,-0.6,5,-6,1,-12,-16
Cc1cccc(NC(=O)c2c(F)c(F)c(F)c(F)c2F)c1,-1,-1,-3,1,-1.0,3,0,-2,-3,-4
CCN1CCN(CCCNC(=O)c2ccc(NC(=O)C3=C(C)OCCS3)cc2)CC1,3,-1,-5,2,-1.5,1,3,-4,6,7
CC(=O)Nc1ccc(NC(=O)CNC(=O)c2sc3ccccc3c2Cl)cc1,-1,-2,-10,-10,-0.3,-11,-7,8,0,7
COc1ccccc1NC1=NC(c2ccc(Cl)cc2)N=C(N)N1 (centres undefined),3,-3,-7,3,0.0,-4,-3,12,5,-12
Cc1ccc(S(=O)(=O)n2cnc3ccccc32)cc1[N+](=O)[O-],5,2,7,-4,-0.5,1,5,4,11,-18
COC(=O)[C@@]1(Cc2ccccc2)[C@H]2c3cc(C(=O)N4CCCC4)n(Cc4ccsc4Br)c3C[C@H]2CN1C(=O)c1ccccc1,-7,-1,/,4,-1.1,-9,-2,4,1,9
C=CCN1C(=O)c2ccc(C(=O)N3CCN(S(=O)(=O)c4cccc(F)c4)CC3)cc2C1=O,4,-4,-1,4,1.3,0,-3,-5,10,-1
O=C(Nc1ccccc1Cl)O/N=C/c1ccc(F)cc1,-3,4,-10,1,0.1,6,-4,1,5,1
NCC(=O)NCC(=O)NC[C@H]1O[C@@H](n2cnc3c(N)ncnc32)[C@H](O)[C@@H]1O,2,-2,5,10,2.2,-1,4,-1,-2,-8
COc1cc(/C=N/NS(=O)(=O)c2ccc3ccccc3c2)ccc1OCc1ccc(C(=O)O)cc1,2,1,-13,-4,-1.6,6,-8,48*,6,-2
COc1ccc(C2C(C(=O)N3CCOCC3)CC(=O)N2c2ccc(OC)cc2)cc1 (centres undefined),-7,-1,/,-1,/,-8,-1,3,/,/
COc1ccccc1N1CCN(CC(O)COc2ccc(C)c(C)c2)CC1 (centres undefined),0,3,-3,5,-1.6,5,6,-2,-1,2
CC(C)NC(=O)OC1CC2CC1[C@H]1CCCCN1C2=O (some centres undefined),2,0,/,9,-2.9,9,1,1,-9,-9

# Seven records picked at random from the list so far, as already listed:
SMILES,NPR1 activator,SMARCA2 act,HTRA1 inhibitor,ABHD4 inh,PG9 binder,GC-B act,Rev-erbA mod,rCAG binder,ARFGAP1 inh,ASAP1 GAP inh
COc1ccccc1NC1=NC(c2ccc(Cl)cc2)N=C(N)N1 (centres undefined),3,-3,-7,3,0.0,-4,-3,12,5,-12
O=C(Cn1nc(-c2cccc([N+](=O)[O-])c2)c2ccccc2c1=O)Nc1cccnc1,7,0,3,3,-1.8,3,-6,7,17,9
O=C1NC(=O)N(Cc2ccccc2)C1=O,-2,1,3,1,1.6,2,-3,1,-7,-4
Cc1ccc(S(=O)(=O)n2cnc3ccccc32)cc1[N+](=O)[O-],5,2,7,-4,-0.5,1,5,4,11,-18
COc1ccc(C2C(C(=O)N3CCOCC3)CC(=O)N2c2ccc(OC)cc2)cc1 (centres undefined),-7,-1,/,-1,/,-8,-1,3,/,/
CCN1CCN(CCCNC(=O)c2ccc(NC(=O)C3=C(C)OCCS3)cc2)CC1,3,-1,-5,2,-1.5,1,3,-4,6,7
O=C(Nc1ccccc1Cl)O/N=C/c1ccc(F)cc1,-3,4,-10,1,0.1,6,-4,1,5,1

# More compounds follow:
SMILES,NPR1 activator,SMARCA2 act,HTRA1 inhibitor,ABHD4 inh,PG9 binder,GC-B act,Rev-erbA mod,rCAG binder,ARFGAP1 inh,ASAP1 GAP inh
CCOC(=O)C1(Cc2ccccc2C)CCCN(C(=O)CCn2nccc2C)C1 (centres undefined),-4,-1,-9,2,-0.4,-3,8,-9,-3,-2
CC(=O)N1CCOc2ccc(S(=O)(=O)Nc3cccc(C)c3)cc21,1,-3,0,-14,0.3,0,2,4,6,4
CC(C)c1nnc(NC(=O)CCc2ccccc2)s1,-1,6,-1,7,0.1,4,-1,-7,-4,4
Cc1ccc(C)n1-c1ccc(N2CCOCC2)cc1,0,-1,17,10,-0.8,2,0,12,1,1
Cc1ccc(NC(=O)C2C3C=CC4(O3)C2C(=O)N(CCN2CCOCC2)C4C(=O)NC2CCCCC2)cc1C (centres undefined),4,-1,0,0,-0.5,-3,-1,-2,-1,1
Cc1cccc(C)c1NC(=S)N(CCN(C)C)C(C)c1ccccn1 (centres undefined),-2,-1,8,-4,1.1,1,0,-1,-10,-2
COCCCNC(=O)CCn1c(=O)c2ccccc2n(CC(=O)NCCc2ccc(OC)c(OC)c2)c1=O,1,1,2,-8,-1.2,7,0,-5,6,2
Cc1c(NC(=O)C(C)OC(=O)CCc2ccccc2)c(=O)n(-c2ccccc2)n1C (centres undefined),1,-4,9,1,1.2,0,4,-5,6,10
CCN1CCN(CCOc2cccc(Cl)c2Cl)CC1,3,-3,-1,16,-1.0,-2,4,-1,-2,2
Cc1ccc(S(=O)(=O)NC(C(=O)Oc2ccc3c(C)c(Cl)c(=O)oc3c2)c2ccccc2)cc1 (centres undefined),3,1,4,4,-0.6,-5,-3,6,-1,11
Cc1ccc2cc3c(N)c(C(=O)N4CCOCC4)sc3nc2c1,-1,9.5*,6,6,-11,-2,-9,0,1,0
CN(C)CCCNC(=S)N1CCC(c2nc3ccccc3[nH]2)CC1,-2,-2,-1,9,-0.3,8,1,-1,8,-7
CCOC(=O)c1c(C)[nH]c(C(=O)COC(=O)CSCC(=O)N(CC)CC)c1C,7,-1,0,3,0.6,-3,1,-9,5,0
O=C(N/N=C/c1cc([N+](=O)[O-])ccc1O)Nc1ccccc1,-3,-1,22,15,-1.2,-9,8,19,-9,-6
CCOC(=O)c1c(CN2CCCCC2C)oc2ccc(OC)cc12 (centres undefined),-5,-2,-17,1,0.5,-2,-3,-12,1,-2
CCn1cc(C2=NOC(C(=O)Nc3c(C)nn(Cc4ccc(F)cc4)c3C)C2)c(C)n1 (centres undefined),0,-5,1,3,-0.2,-1,-10,-1,2,-11
CCOC(=O)C1CCN(C(=O)CCC2CCCC2)CC1,-6,1,9,-1,0.8,2,-4,-5,1,13
COc1cc(NC(=O)NCC2CCN(Cc3ccccc3C)CC2)cc(OC)c1OC,5,-2,1,5,1.7,-4,6,-9,13,9
CCOC(=O)c1c(C)[nH]c(C(=O)OCC(=O)NC2CCS(=O)(=O)C2)c1C (centres undefined),-2,-2,6,2,0.5,1,6,1,-2,-6
Cc1cccc(C(=O)OCC(=O)N2CC(C)CC(C)C2)c1C (centres undefined),2,4,10,5,-1.5,7,-1,-2,9,8
COc1ccc(CCNC(=O)C/C(C)=N/NC(=O)c2ccc(Cl)cc2Cl)cc1OC,-1,0,-4,-2,-2.2,4,-1,1,-5,-12
O=C(CN1CCCC1)Nc1sc2c(c1C(=O)Nc1ccccc1)CCCC2,-6,0,4,3,-3.8,-2,5,-3,4,3
OC(CNC1CCCCC1)COCCOc1ccc(Br)cc1 (centres undefined),-15,-4,1,-2,-0.1,-17,-1,5,-4,-7
Cc1cnc(NC(=O)CSc2nnc(-c3ccc(Cl)cc3Cl)n2N)s1,-4,1,-11,1,-1.8,8,0,-3,4,12
O=C1CN(S(=O)(=O)c2ccccc2)CCN1S(=O)(=O)c1ccccc1,3,-1,-1,-3,-0.9,1,-2,2,6,6
COC(=O)c1ccc(CN2CCN(C(C)C)C(CCO)C2)cc1 (centres undefined),-2,5,-2,-1,-1.8,3,-2,0,5,4
COc1cccc(C(C(=O)NC2CCCC2)N(C(=O)c2ccco2)c2cccc(C(C)=O)c2)c1OC (centres undefined),-19,-4,-7,2,2.2,3,8,-7,7,2
Cc1ccc(NC(=O)NC2=N/C(=C(/C#N)C(=O)N3CCCC3)c3ccccc32)cc1,4,-1,-4,-2,2.5,4,0,4,13,8
COc1ccccc1NC(=O)CCc1nc2ccccc2s1,-5,-2,5,2,-1.1,-4,-1,-6,-10,-9
CCCCOc1ccccc1C(=O)NCC(=O)O,3,-1,-6,2,-1.9,4,4,-2,-3,-4
CC(C)C1C(C#N)=C(N)Oc2n[nH]c(-c3ccc4ccccc4c3)c21 (centres undefined),-9,1,-90,-44,-1.9,-5,4,22,17,18
CC1CCCCC1NC(=O)c1cncc(Br)c1 (centres undefined),2,0,0,-4,-0.1,5,-3,-1,-7,-14
COCC1CCN(C(=O)CC2C(=O)NCCN2Cc2cccc(Oc3ccccc3)c2)CC1 (centres undefined),-1,-1,-7,3,-2.8,0,-3,-3,-7,-5
Cc1ccc(NC(=O)CNC(=O)c2cccs2)c(O)c1,2,-2,0,2,2.1,0,1,-3,-10,2
O=C(/C=C/c1cccc([N+](=O)[O-])c1)NCCSCc1c(Cl)cccc1Cl,0,-1,-19,-5,-1.7,-3,2,-4,-16,1
CCOC(=O)C1=C(COC(=O)c2ccccc2OC)NC(=O)NC1C (centres undefined),5,2,-4,5,-1.2,11,0,-4,-6,-1
Cc1ccnc(NC(=O)CCC(=O)N(CC(=O)NC2CCCCC2)CC2CCCO2)c1 (centres undefined),-1,-1,8,5,0.1,6,-4,-13,-6,10
CSc1cccc(NS(=O)(=O)c2ccc(F)cc2)c1,1,-2,5,-9,0.3,0,-4,2,1,-14
CS(=O)(=O)N(CC(=O)N1CCN(c2ccccc2)CC1)c1ccccc1Cl,-5,-2,0,10,0.3,2,9,-2,10,0
CC(=O)Nc1cccc(Oc2cnc3ccccc3n2)c1,-1,-1,5,2,0.5,2,-5,-3,-5,2
CCOc1ccc(N2C(=O)CC(Sc3nc(CC(C)C)ccc3C#N)C2=O)cc1 (centres undefined),0,-4,-8,7,-1.7,3,-2,33,-2,-1
COc1ccccc1NC(=O)c1cc2cc(Br)ccc2oc1=N,-2,-3,-5,-3,-0.4,-2,2,8,0,-11
Cc1ccccc1N/N=C/c1c(C)nc2ccccn12,15,-2,5,7,-4.8,-2,2,1,4,11

# Entries listed above that bear a hit mark in SMARCA2 act:
compound	NPR1 activator	SMARCA2 act	HTRA1 inhibitor	ABHD4 inh	PG9 binder	GC-B act	Rev-erbA mod	ARFGAP1 inh	ASAP1 GAP inh
Cc1ccc2cc3c(N)c(C(=O)N4CCOCC4)sc3nc2c1	-1	9.5*	6	6	-11	-2	-9	1	0
